Pin1 inhibitor – blocks the human prolyl isomerase Pin1 | actives 0.009% (n = 390,000) | Q13526 | AID 504891 | Potency, µM (highest dose often 115 µM), inactives show top-dose activity, negative = inhibition, hits mostly inhibitors | Pin1 FP peptide displacement, HiFluor488, 10 min; active = well fitted inhibition curve with a large enough effect in the polarisation, with a control signal flat, not every such curve was filed as active; inconclusive = small, poorly fitted or top-dose-only effect, or effect the other way, or a change in a side signal; inactive = no such curve, though single readings can be large or run the other way; the % refers to the polarisation; also: potency is read from the fitted curve at half-maximal effect; % is scaled to controls: 0 for no effect and ±100 for the full control effect
G9a block – blocks human histone lysine methyltransferase G9a; Q96KQ7; G9a H3K9 monomethylation, AlphaScreen, 2 h; Potency, µM (series often up to 102 µM), for inactives: at the highest dose activity, negative = inhibition, usual class: inhibitors; actives 8.8% (n = 350,000); also: potency is read from the fitted curve at half-maximal effect; % is scaled to controls: 0 for no effect and ±100 for the full control effect; nearly all actives have a fitted effect of over 75% in size
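AlphaScreen detection with an anti-monomethyl H3K9 antibody quantified product after a 2 h room-temperature reaction containing 500 nM biotinylated H3K9 peptide, 20 µM SAM and 20 nM enzyme, which had been preincubated 15 min with compound.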
HP1b binding inh – inhibitors of HP1-beta chromodomain binding to methylated histone tails. Potency, µM (top dose mostly 114 µM), inactives show at the top dose activity change, negative = inhibition, most hits filed as inhibitors. AID 540317. actives 0.56% (n = 390,000). AlphaScreen HP1-beta / biotin-H3K9me3 peptide binding. P83916; also: potency is read from the fitted curve at half-maximal effect; nearly all actives have a fitted effect of over 70% in size; inactives centre near 23
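HP1-beta protein (50 nM final) preincubated 30 min at room temperature with biotinylated H3(1-18)K9me3 peptide (50 nM) in PBS pH 7.4, 0.01% Tween-20, then compound added for 30 min. AlphaScreen streptavidin donor/nickel chelate acceptor beads (10 ug/mL final), 30 min dark, luminescence read.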
JMJD2A Tudor inh – inhibitors of human JMJD2A Tudor domain; AlphaScreen JMJD2A-Tudor / H3K4me3 peptide binding; Potency, µM (doses to about 114 µM), without a hit: at the top dose activity change, negative = inhibition, actives largely listed as inhibitors; actives 4.4% (n = 390,000); AID 504339; also: potency is read from the fitted curve at half-maximal effect; % is scaled to controls: 0 for no effect and ±100 for the full control effect; nearly all actives have a fitted effect of over 50% in size
PGK inhibitor – T. brucei PGK inhibition; P07378; PGK/GAPDH coupled, Kinase-Glo luminescence, 60 min; actives 0.043% (n = 380,000); AID 602233; Potency, µM (titrated, usually from 57.5 µM), for the others: at the top dose activity change, negative = inhibition, hits mostly inhibitors; also: potency is read from the fitted curve at half-maximal effect; % is scaled to controls: 0 for no effect and ±100 for the full control effect; nearly all actives have a fitted effect of over 60% in size
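Luminescent ATP detection (Kinase-Glo Plus) follows a 60-minute room-temperature incubation, with wells lacking PGK as controls. Buffer: 100 mM TEA (pH 7.6), 5 mM MgCl2, 0.01% Tween-20. Coupling enzyme GAPDH (100 nM final) supplies unstable 1,3-BPG in-well.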
GLS inh – glutaminase GLS (human) inhibition. actives 0.21% (n = 410,000). Potency, µM (highest dose often 45.5 µM), without a hit: at the top dose activity change, negative = inhibition, actives largely listed as inhibitors. GLS enzymatic activity, qHTS titration. AID 624170; also: potency is read from the fitted curve at half-maximal effect; % is scaled to controls: 0 for no effect and ±100 for the full control effect
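hKGA; 45 mM KH2PO4 pH 8.2 + 0.02% Tween-20; cpd via pin tool; 1 mM Gln soln; GluOx/HRP/Amplex Red; RT 30 min; fluor. t0 & final.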
ERG Ets-DNA blk – inhibitors of human ERG Ets domain-DNA interaction | fluorescence polarization, His-ERG Ets domain / labelled DNA | Potency, µM (highest dose often 76.9 µM), without a hit: at the top dose FP activity, negative = inhibition, usual class: inhibitors | actives 0.028% (n = 370,000); active = well fitted inhibition curve with a large enough effect in the polarisation, with a control signal flat; inconclusive = small, poorly fitted or top-dose-only effect, or effect the other way, or a change in a side signal; inactive = no such curve, though single readings can be large or run the other way; the % refers to the polarisation;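 also: polarization taken with two DNA probes labelled with fluorescein and Texas red; potency is read from the fitted curve at half-maximal effect; % of control where 0% means no effect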
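His-tagged ERG Ets domain (1 uM in the protein solution; 300mM KCl, 50mM Tris-HCl, 1mM EDTA, 1mM DTT, pH 7.5) received compound, then a probe mix of 5 nM fluorescein-DNA and 100nM Texas-615-DNA. Fluorescence polarization was read for both dyes.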
BAZ2B block – blocks human BAZ2B; AlphaScreen BAZ2B-H3K14Ac peptide displacement; actives 4.4% (n = 360,000); Potency, µM (series often up to 114 µM), without a hit: at the highest dose activity change, negative = inhibition, hits mostly inhibitors; AID 504333; Q9UIF8; also: potency is read from the fitted curve at half-maximal effect; % is scaled to controls: 0 for no effect and ±100 for the full control effect; nearly all actives have a fitted effect of over 60% in size
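Multi-concentration screen (max 110 uM) measuring displacement of acetylated histone H3 peptide from BAZ2B by AlphaScreen, using 50 nM protein, 50 nM peptide and 10 ug/mL streptavidin donor plus Ni-chelate acceptor beads.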
PI4K2A inh – inhibitors of human PI4K2A; Q9BTU6; purified PI4K2A, ADP-Glo luminescence, 1 h; hits give low values; activity change, negative = inhibition, % at 76.9 µM; actives 0.13% (n = 420,000); AID 1346378; in the data active = activity change below about -50%; inconclusive = mostly about -30% to -49%;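 also: -100% = wells without enzyme as full effect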
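In this quantitative HTS, ADP production by PI4K2A was quantified luminescently after 1 h at ambient temperature; 100 microM adenosine served as plate-quality control.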
The depositor's hits bear a star; i = inactive; ? = inconclusive; nt = not tested or not shown; [ ] = another dose, or the depositor's remark. Unless noted, calls follow the shape of the dose curve; as a rule, active = well fitted curve in the direction sought with a large enough effect; inconclusive = small, poorly fitted or top-dose-only effect, or another doubt; inactive = no such curve, though single readings can be large; an effect the other way counts as inactive or inconclusive.

SMILES	Pin1 inhibitor	G9a block	HP1b binding inh	JMJD2A Tudor inh	PGK inhibitor	GLS inh	ERG Ets-DNA blk	BAZ2B block	PI4K2A inh
CSc1ccc(/C=N/NC(=O)c2ccc(O)cc2)cc1	3.9%	17.9%[59 µM]	14.2%	-12.6%	-8.2%	14.5%	8.3%	-15.6%	-3.8
COc1cc2c(cc1OC)CN(C(=O)C1CCC(=O)N(CCCN3CCOCC3)C1)CC2 (stereo unspecified)	1.7%	nt	29.7%	-9.8%	1.1%	-0.4%	-5.0%	-3.3%	-1.3
Cn1c(Cc2ccc(Cl)cc2)nnc1SCC(=O)NC1CC1	-1.0%	25.0%	28.1%	-17.1%	-0.1%	-1.0%	-2.1%	1.8%	-3.4
CCOc1ccccc1NC(=O)C1CCN(C(=O)Cc2ccccc2)CC1	-4.6%	-35.5%	38.5%	-13.7%	-15.6%	4.2%	4.7%	-15.2%	2.7
COc1ccc(/C=C\c2onc(C)c2S(=O)(=O)N2CCC(C(=O)Nc3cccc(Cl)c3)CC2)cc1	-3.6%	6.0%[59 µM]	16.6%	-17.3%	8.6%	-6.9%	0.5%	nt	-3.9
CCn1c(Cc2ccccc2)nnc1SCC(=O)N1CCCC1=O	-4.5%	17.6%	38.8%	0.0%	0.5%	-0.2%	0.4%	-1.7%	-3.8
Cc1cccc(N=C(N2CCOCC2)P(=O)(N2CCOCC2)N2CCOCC2)c1	5.3%	14.1%[59 µM]	22.5%	1.3%	-4.3%	-0.8%	0.1%	-5.1%	-0.5
COc1ccccc1NC(=O)Nc1ccc(N2CCOCC2)cc1	3.7%	31.6µM*	-1.2%	?	-9.1%	57.9%[activator]	2.0%	-23.9%	-4.3
O=C(NNC(=O)c1ccccc1F)c1ccc2nc[nH]c2c1	-3.2%	15.1%	32.7%	-13.7%	-5.1%	-10.4%	2.8%	?	10.5
O=C(Nc1ccc(F)cc1)c1nc(SCc2ccccc2F)ncc1Cl	-9.0%	-0.4%[59 µM]	23.8%	-10.7%	3.4%	-12.3%	-2.3%	2.4%	-0.9
CC(C)(C)c1ccc(C(=O)Nc2cccc(C(=O)N3CCOCC3)c2)cc1	-10.7%	nt	21.5%	-6.1%	-0.4%	5.1%	7.1%	-3.4%	-3.3
CN(CC(=O)Nc1ccccc1-c1ccccc1)Cc1ccccc1Cl	-1.0%	98.1%[activator]	66.4%[activator]	61.5%[activator]	i	4.2%	-8.4%	nt	-0.6
CCCOc1ccccc1Cn1c(=O)oc2ccccc21	0.9%	3.0%[0.501 µM]	163.4%[activator]	144.4%[activator]	-9.7%	-14.7%	23.9%	118.6%[activator]	2.4
COc1ccc(NS(=O)(=O)c2cc3c(cc2C)N(C(C)=O)CCO3)cc1OC	-1.3%	-16.5%	25.4%	-9.9%	i	16.3%	8.2%	1.3%	-2.5
Brc1ccc(OCc2ccccc2)c(CNCc2ccncc2)c1	2.2%	-36.9%[0.0925 µM]	14.1%	?	6.6%	12.8%	-3.1%	79.4µM*	7.2
COc1ccc(NC(=O)c2sc3nc(C)cc(C)c3c2N)c(OC)c1	-1.6%	nt	53.3%[activator]	-17.6%	i	-4.2%	12.4%	nt	-1.8
Cc1cccc(Cn2cnc3c(sc4nc(C)cc(C)c43)c2=O)c1	?	7.4%	24.3%	-1.0%	-6.3%	-6.1%	13.2%	5.4%	-0.4
Cc1ccc(NC(=O)CC2SCCNC2=O)cc1Cl (stereo unspecified)	-2.8%	-4.9%[12.7 µM]	14.4%	-18.9%	-16.6%	-7.3%	0.6%	-6.0%	1.1
CC(=O)OCC1=C(C(=O)O)N2C(=O)C(NC(=O)c3ccc(F)cc3)C2SC1 (stereo unspecified)	-29.9%	-43.8%	13.6%	-23.9%	0.7%	6.2%	-1.7%	?	-3.6
Cc1c(C(=O)Nc2ccc(OCc3ccccc3)cc2)cccc1[N+](=O)[O-]	-4.2%	nt	34.2%	-1.9%	-2.3%	-3.2%	-3.1%	-1.8%	7.9
Cc1ccc(-n2c(=O)c3c(cnn3C)n(CC(=O)Nc3ccccc3C)c2=O)cc1	3.2%	-13.2%[59 µM]	14.4%	-6.5%	-11.8%	-4.9%	0.9%	-1.1%	-0.4
N#Cc1ccc(C(=O)CSc2n[nH]c(=O)n2-c2cccnc2)cc1	7.2%	nt	12.7%	-6.4%	1.9%	-30.9%	-1.4%	-19.6%	-6.7
O=C(COC(=O)/C=C/c1ccc(Cl)cc1Cl)Nc1ccc2c(c1)OCCO2	14.1%	33.2%[12.7 µM]	-8.6%	-17.9%	-1.5%	-2.7%	26.7%	-16.2%	2.8
CCCCn1nnnc1SCC(=O)NC1CCCCC1	-2.0%	9.9%[59 µM]	8.0%	-11.2%	i	?	-1.6%	4.4%	0.1
Clc1ccc(COc2ccccn2)c(Cl)c1	7.4%	7.2%	13.1%	-5.1%	i	-1.0%	6.3%	3.7%	-0.3
COc1ccc(C(=O)N/N=C/c2ccc(OC)c(COc3c(F)c(F)cc(F)c3F)c2)cc1	29.9%	?	43.6%[activator]	-14.4%	-6.8%	-2.8%	6.6%	?	1.0
O=c1[nH]c2ccccc2nc1-c1cccs1	-2.9%	23.1%	11.8%	-14.6%	-0.7%	1.7%	5.4%	5.6%	18.1
Cn1cc(-c2cc3n(n2)CCC(=O)N3CC(=O)NCc2ccccc2)c2ccccc21	0.0%	2.8%[59 µM]	6.7%[57 µM]	-22.0%	-6.7%	-10.7%	3.4%	-8.7%	-0.2
CC(=O)N1CCN(c2ccc(C(N)=O)cc2[N+](=O)[O-])CC1	-2.7%	-2.2%	41.6%[activator]	-2.8%	i	8.9%	21.0%	-8.3%	-2.5
O=C(CCl)Nc1cccc2ncccc12	6.3%	-7.3%[59 µM]	24.3%	-11.0%	-6.5%	8.0%	4.3%	-1.9%	-2.1
COCCCn1c(=O)/c(=C\c2ccccc2OC(F)F)s/c1=C(/C#N)C(=O)NC(C)C	?	11.7%[59 µM]	6.2%	-18.4%	i	4.9%	4.5%	-8.9%	-2.2
O=C(CCC(=O)N(CC(=O)NC1CCCC1)Cc1ccccc1)Nc1nccs1	-1.5%	13.7%	9.2%	-4.2%	-4.6%	-1.8%	1.5%	3.9%	-2.2
CCn1c(SCC(=O)NCc2ccccc2)nnc1-c1cccnc1	1.0%	33.0%	26.0%	-6.2%	5.2%	5.0%	10.1%	-8.9%	5.5
CCCCOc1cccc(C(=O)Nc2ccc(S(=O)(=O)Nc3nnc(CC)s3)cc2)c1	?	-16.3%	30.1%	-14.6%	-7.8%	2.4%	17.4%	-12.3%	1.7
Cc1cccc(/N=C2/NC(=O)C(Cc3ccccc3)S2)n1 (stereo unspecified)	0.5%	20.0%	11.7%	-13.2%[11.4 µM]	-8.0%	-0.1%	5.4%	-12.2%	-3.6
COc1ccccc1-c1noc(CSc2nc3ccc(C)cc3[nH]2)n1	19.9%	-40.2%[59 µM]	16.3%	-10.4%	0.0%	-2.3%	4.0%	-18.4%	2.5
COc1cc(C)ccc1OCCOCCOc1ccc(C)cc1[N+](=O)[O-]	0.0%	11.4%[59 µM]	22.3%	-12.6%	-9.1%	2.8%	-1.6%	-10.5%	-5.4
Fc1cccc(CN2CCN(c3nc4nonc4nc3NC3CC3)CC2)c1	?	nt	29.7%	-9.7%	-11.8%	-0.5%	-17.3%	-15.7%	-0.2
CON(C)c1nc(OCCNC(=O)OCc2ccc(Cl)cc2Cl)nc(N(C)C)n1	2.6%	4.0%	10.8%	-18.3%	-2.5%	0.5%	-9.8%	-6.8%	2.2
Cc1nn(-c2ccc(N3CCCCC3)nn2)c(C)c1CCC(=O)Nc1cc(F)ccc1F	-6.9%	15.4%	35.2%	-18.9%	i	-1.9%	0.6%	-11.7%	-6.3
CC(=O)N1c2ccc(S(=O)(=O)NCCc3ccc(Cl)cc3)cc2CC1C (stereo unspecified)	-0.5%	33.2%	12.9%[57 µM]	-7.6%	-2.5%	18.2%	6.7%	-2.8%	3.8
CCC(=O)c1ccc(OCC(=O)OCC(=O)c2c(N)n(C)c(=O)n(C)c2=O)cc1	-1.1%	-16.8%[2.33 µM]	10.8%	-12.8%	-6.5%	6.5%	-2.3%	30.7%[activator]	2.1
Cc1ccc(S(=O)(=O)CCC(=O)OC(C)C(=O)Nc2ccc(N3CCOCC3)cc2)cc1 (stereo unspecified)	-0.1%	24.1%[12.7 µM]	36.8%	0.6%	-5.5%	24.3%	-1.4%	1.4%	1.5
Cc1ccc(C(=O)NC(=S)N(C)Cc2ccccc2)cc1	-6.3%	nt	55.3%[activator]	-21.6%	i	3.4%	-0.2%	nt	-0.8
CS(=O)(=O)N1N=C(c2ccccc2)CC1c1ccc2c(c1)OCO2 (stereo unspecified)	?	?	35.6%	-3.1%	-0.9%	2.0%	14.0%	-29.1%	2.1
COc1ccc(-n2nc(C(N)=O)c(O)cc2=O)cc1	6.4%	-21.8%	23.9%	2.8%	-2.8%	-0.6%	-5.0%	-8.0%	-2.1
CC(=O)Nc1nnc(Cc2ccccc2)s1	-1.0%	-2.7%	20.3%	-7.9%[57.1 µM]	i	1.4%	3.6%	5.5%	3.3
